# mcGAS inh: inhibitors of mouse cGAS; Q8C6L5; recombinant cGAS, Kinase-Glo ATP depletion luminescence; inhibition, % at 12.5 µM; hit rate 0.15% among 160,000;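 also: 0% = negative control wells and 100% = reference inhibitor with no enzyme activity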
# NPYLR7 agonist: activates Aedes aegypti NPYLR7 receptor; HEK293T NPYLR7/Galpha15, GCaMP6s calcium fluorescence; activation, % at 10 µM; hit rate 0.15% among 270,000; AID 1259423; in the data active = activation above about 40%;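 also: 0% = vehicle and 100% = reference agonist at the receptor; some compounds past the cut are filed as inactive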
# hcGAS lum: blocks human cGAS activity; Q8N884; hit rate 0.081% among 290,000; recombinant h-cGAS, ATP depletion, Kinase-Glo luminescence; AID 1259398; inhibition, % at 12.5 µM;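 also: 0% = vehicle reaction and 100% = reaction without DNA for no activity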
# Target sequence (Q8N884 whole entry, looked up): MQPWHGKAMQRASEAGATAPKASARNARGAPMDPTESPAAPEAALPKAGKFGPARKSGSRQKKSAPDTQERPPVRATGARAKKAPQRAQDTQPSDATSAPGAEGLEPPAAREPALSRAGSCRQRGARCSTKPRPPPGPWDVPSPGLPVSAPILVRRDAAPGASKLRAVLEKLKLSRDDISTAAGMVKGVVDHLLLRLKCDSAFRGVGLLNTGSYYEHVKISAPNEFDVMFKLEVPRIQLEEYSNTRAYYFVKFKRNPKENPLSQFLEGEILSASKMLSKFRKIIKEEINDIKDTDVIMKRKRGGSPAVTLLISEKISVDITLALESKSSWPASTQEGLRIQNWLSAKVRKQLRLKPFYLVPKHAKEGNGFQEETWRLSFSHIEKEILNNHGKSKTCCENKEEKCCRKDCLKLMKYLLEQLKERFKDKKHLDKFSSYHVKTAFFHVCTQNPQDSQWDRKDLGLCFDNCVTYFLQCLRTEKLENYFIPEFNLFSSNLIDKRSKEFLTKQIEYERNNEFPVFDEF
# The depositor's hits bear a star; x = no result given. Rule as the data show it, unless noted: active = inhibition above about 40%; inactive = the rest. Random draw from the library; 0.29% or so of the library scored in one or more.
# Screens in order: mcGAS inh | NPYLR7 agonist | hcGAS lum
- CN(C)CC1(O)CCN(C(=O)c2ccnc(-n3cnnc3)c2)C1 (stereo unspecified)
→ x | 3 | -4
- Cc1cnc2n(c1=O)C(CC(=O)N1CCN(Cc3ccccc3)CC1)CS2 (stereo unspecified)
→ x | -3 | -7
- CCS(=O)(=O)c1ccc(-c2cccc(NS(=O)(=O)c3ccc(C)cc3C)c2)nn1
→ 0 | -3 | -3
- CCOC(=O)c1ccc2nc(NC(=O)C3CCCCC3)sc2c1
→ -5 | 1 | -10
- COC[C@H]1C[C@H]2C[C@@H](O)[C@H](N3CCN(c4ccc(F)cc4)CC3)[C@]2(O)CO1
→ -8 | 4 | 0
- Cc1ccc2c(c1)c(N=NC(=O)COc1ccccc1C)c(O)n2C
→ -7 | -2 | -3
- CNCc1ccccc1
→ -5 | -6 | -6
- Cc1cc(NC(=O)C2(C)CCN2C(=O)Cc2ccc(Cl)cc2Cl)no1 (stereo unspecified)
→ -5 | 10 | -11
- CCc1ccc(O)c(NC(=S)NC(=O)c2cc(OC)c(OC)c(OC)c2)c1
→ x | 0 | 0
- NC(Cc1ccc(F)cc1)c1csc(Nc2cc(NCc3ccco3)ncn2)n1 (stereo unspecified)
→ -2 | -2 | -1
- CCOC(=O)C1CCN(C(=O)c2cc(C)nc3cc(C(C)(C)C)nn23)CC1
→ -3 | -10 | -4
- CSCCCNC(=O)C1CCC(=O)N(C2CCCC2)C1 (stereo unspecified)
→ x | 10 | -6
- O=C(CSc1nnc(-c2ccccc2)n1-c1ccccc1)N/N=C\c1cccnc1
→ x | -4 | -4
- NC(=O)c1ccc(OCC(=O)N2CC=C(c3ccccc3)CC2)cc1
→ 3 | 1 | -4
- COc1ccc2nc(SCc3nc4ccccc4c(=O)n3C)[nH]c2c1
→ x | 6 | -14
- COc1ccc(OCc2nc(C(=O)N3CCNCC3c3ccccc3)co2)cc1 (stereo unspecified)
→ -11 | x | -7
- Cc1nnc(SCC(=O)NC(CC(C)C)c2ncnn2C)s1 (stereo unspecified)
→ x | -3 | -6
- CC(C)Cc1cc(CNC(=O)c2cc(C3CC3)[nH]n2)on1
→ -18 | 7 | -2
- CCCn1c(C)c(C)n2c3c(=O)n(CCC(=O)OC)c(=O)n(C)c3nc12
→ x | 3 | -4
- Cc1cc(C)n(CCC(=O)NCCNC(=O)c2ccccc2Cl)c(=O)n1
→ x | 2 | -8
- CCCCc1ccc(-c2ccc(-n3cncc3C(=O)NCc3c(-c4ccccc4)noc3C)cc2)cc1
→ -7 | 13 | -3
- O=C1OC(c2ccc([N+](=O)[O-])cc2)=N/C1=C/C(Cl)=C/c1ccccc1
→ x | -1 | 3
- CC(C)(CCCNc1nccnc1C#N)C1OCCO1
→ x | 8 | -10
- Cc1oc(-c2ccc(F)cc2)cc1-c1nn2c(Cc3ccccc3)nnc2s1
→ -6 | -2 | -1
- Cc1ccc(F)c(N2C(=O)CSC2c2ccc(NC(=O)COCc3ccccc3)cc2)c1 (stereo unspecified)
→ -5 | -2 | -1
- O=C(Cn1nnc(-c2ccc(Br)cc2)n1)c1ccc2c(c1)OCO2
→ x | 0 | -7
- CC(NC(=O)c1sccc1-n1cccc1)C1CCCO1 (stereo unspecified)
→ -7 | -1 | -14
- COC(=O)N(C)C1CCS(=O)(=O)C1 (stereo unspecified)
→ x | 1 | 5
- CCc1ccccc1NC(=O)C(=O)N1CCC2(CCN(C)C2)CC1
→ -3 | x | -4
- CCCOC1CCCN(C(=O)c2cc(NC(C)=O)ccc2Cl)C1 (stereo unspecified)
→ -2 | -7 | -3
- Cc1nc(C)c(CC(=O)N2CCOc3ccc(CN4CCN(c5ccccn5)CC4)cc3C2)s1
→ -6 | -4 | 2
- COc1ccccc1C1CC(c2ccc(Br)cc2)=NN1c1nc(-c2ccccc2)c2cc(Cl)ccc2n1 (stereo unspecified)
→ x | -5 | -1
- CNC(=S)NNc1ncc(C(F)(F)F)cc1Cl
→ x | 4 | -8
- COCc1noc(CN2CCC3(CCCO3)CCC2=O)n1 (stereo unspecified)
→ -13 | x | -6
- CCCCCc1ccc(C(=O)N2CCC3(CC2)NC(=O)c2c(ccc(Cl)c2Cl)N3)cc1
→ -4 | x | -1
- CC(=O)NC(CC(=O)OC(C(N)=O)c1ccccc1)c1cccs1 (stereo unspecified)
→ x | 3 | -3
- CCN(C(=O)c1ccn(-c2cccc(Cl)c2)n1)c1ccncc1
→ x | 10 | -7
- CC(=O)Nc1cccc(C(C)NC(=O)NCC2(NC(=O)OC(C)(C)C)CCCCCC2)c1 (stereo unspecified)
→ x | 1 | 1
- CCn1cc(-c2ccc(-n3cccn3)cc2)c(C)n1
→ x | 8 | -3
- O=c1cc(CSCc2cc(Cl)cc3c2OCOC3)nc2ccc(Cl)cn12
→ -11 | -6 | 0
- Cc1ccc(C)c(OCC(=O)NCC2(c3ccc(F)cc3)CCOC2)c1C (stereo unspecified)
→ -18 | 15 | -5
- CCOC(=O)C1(Cc2ccccc2Cl)CCN(Cc2cccn2-c2nccs2)CC1
→ -5 | 38 | -5
- Cc1nc(/C=C/C(=O)NC(C)c2ccc(-n3ccnc3)cc2)cs1 (stereo unspecified)
→ x | -6 | 2
- O=C(c1cc(-c2ccc(F)cc2)nc2cc(-c3ccccc3)nn12)N1CCc2ccccc2C1
→ -8 | 20 | -7
- O=C(O)C1CSC2(CCCCC2)N1 (stereo unspecified)
→ x | -4 | 3
- CCc1nnc2n1N(C(C)=O)C(c1ccc(Cl)cc1)=C(C(C)=O)S2
→ x | 1 | -12
- CCC(C)N(Cc1csc(COc2cccc(Cl)c2)n1)C(=O)Cc1ccccc1 (stereo unspecified)
→ 0 | -11 | 4
- Cc1ccc([N+](=O)[O-])cc1S(=O)(=O)N1C[C@@H](C)O[C@@H](C)C1
→ -5 | 2 | -3
- COc1cccc(CO[C@]2(C(=O)NC3CC3)CC(OCc3c(F)cccc3F)[C@@H]3OC(C)(C)O[C@@H]3C2)c1 (stereo partly specified)
→ -4 | 9 | 1
- Cc1ccc(C)c(C(O)C(F)(F)F)c1 (stereo unspecified)
→ -17 | 6 | -6
- CCCN(Cc1cc(N)ccc1N(C)C)S(=O)(=O)c1cccc(Cl)c1
→ -5 | -1 | -3
- Cc1ccc(C(=O)N(CC2CCN(Cc3ccccc3F)CC2)CC2CCCO2)cn1 (stereo unspecified)
→ -11 | 1 | -10
- Cc1cccc(NC(=O)C(=O)NCCc2nc(C(C)C)no2)c1C
→ x | -1 | -11
- CC1=CC[C@@H]2CN(C(=O)Cc3c[nH]c4ccccc34)C[C@@H]2C1
→ -13 | 6 | -5
- CC1CCc2c(C(=O)Nc3ccc4c(c3)OCCO4)csc2C1 (stereo unspecified)
→ x | -1 | -10
- CCCCC1CCCN1Cc1ccccc1C(=O)O (stereo unspecified)
→ -14 | 1 | -4
- O=C1NC(=S)N(c2cccc3ccccc23)C(=O)/C1=C/c1cn(Cc2ccccc2)c2ccccc12
→ -2 | -1 | -7
- CN1C(c2ccccc2)CC(=NO)CC1c1ccccc1 (stereo unspecified)
→ -5 | -1 | -8
- COc1ccccc1Cn1c(C(=O)NCCc2ccc(OC)c(OC)c2)cc2ccsc21
→ -5 | 31 | -10
- C=C(C)[C@H]1CC=C(C)C(=O)[C@]1(C#N)CCC(C)=O
→ x | 2 | -7

# Not a retest: entries from further up.
# Screens in order: mcGAS inh | NPYLR7 agonist | hcGAS lum
- Cc1ccc(C)c(OCC(=O)NCC2(c3ccc(F)cc3)CCOC2)c1C (stereo unspecified)
→ -18 | 15 | -5
- CCOC(=O)C1(Cc2ccccc2Cl)CCN(Cc2cccn2-c2nccs2)CC1
→ -5 | 38 | -5
- Cc1nc(/C=C/C(=O)NC(C)c2ccc(-n3ccnc3)cc2)cs1 (stereo unspecified)
→ x | -6 | 2
- O=C(c1cc(-c2ccc(F)cc2)nc2cc(-c3ccccc3)nn12)N1CCc2ccccc2C1
→ -8 | 20 | -7

# (next part)
# Screens in order: mcGAS inh | NPYLR7 agonist | hcGAS lum
- CCc1oc2ccccc2c1CN1C[C@@H](N)C[C@H]1C(=O)N(CC)CC
→ -13 | 10 | -10
- C=C1C(n2cnc3c(=O)[nH]c(N)nc32)C[C@H](O)[C@H]1CO (stereo partly specified)
→ -8 | -9 | -1
- NCCSc1nc2ccccc2[nH]1
→ x | 3 | -1
- CC(C)n1c(=O)c(C(=O)NN(C)c2ccccc2)cc2cccnc21
→ -6 | -13 | -6
- O=C(CCCCCNC(=O)OCc1ccccc1)NCCCOc1cccc([N+](=O)[O-])c1
→ 1 | 27 | 2
- CCC(CC)C(=O)N(C)c1c(C)nc2c(OCCOC)cccn12
→ -2 | 8 | -7
- CCOc1ccc(-n2c(CNC(=O)c3ccco3)nnc2SCC(=O)Nc2cccc(C)c2)cc1
→ -2 | 5 | -3
- Cn1nnc2c(SCc3cccc4ccccc34)ncnc21
→ x | 1 | -8
- CCOc1ccc(-c2cnc(C3CCCNC3)[nH]2)cc1OCC (stereo unspecified)
→ x | 14 | -7
- Cc1[nH]c2ccccc2c1C(c1ccncc1)c1c(C)[nH]c2ccccc12
→ -8 | 3 | -6
- O=C(Nc1ccccc1O)C1CCN(C(=O)COc2ccc(Cl)cc2Cl)CC1
→ 0 | 1 | 1
- CCc1ccc(C(=O)NC2CS(=O)(=O)CC2N2CCCC2)o1 (stereo unspecified)
→ x | 3 | 1
- COC(=O)C(CN)c1cccc(C)c1 (stereo unspecified)
→ -10 | 6 | -4
- Cn1c(SCc2nc3ccsc3c(=O)[nH]2)nnc1C1CC1
→ -5 | 1 | -6
- Cc1cc(C(=O)N(CCN(C)C)c2nc3c(F)cc(F)cc3s2)nn1C
→ -5 | 2 | -2
- O=C(OCC(=O)C12CC3CC(CC(C3)C1)C2)c1ncc(Cl)c(Cl)c1Cl
→ x | 2 | -3
- CC(C)OCCCNC(=O)c1ccc(-c2ccc(C3CCCCC3)cc2)s1
→ -6 | 30 | -4
- COc1ccc(C(=O)N2CCN(C(C(=O)N3CCc4ccccc4C3)C3CCCC3)CC2)cc1 (stereo unspecified)
→ x | -4 | 0
- CCc1nc(C2CN(Cc3nnsc3Cl)CCO2)n[nH]1 (stereo unspecified)
→ -6 | 6 | -14
- C=CCn1c(=NC(=O)c2cccc(N3C(=O)CCC3=O)c2)sc2cccc(OC)c21
→ -1 | -1 | 3
- Oc1cccc(-c2[nH]cnc2-c2ccccc2)c1Cl
→ -8 | 7 | -9
- Cc1ccccc1-n1cnnc1SCC(=O)N1CCN(c2cccc(C(F)(F)F)c2)CC1
→ x | 10 | -6
- CC(C)(C)NC(=O)CCN1CCOC(c2ccc(Cl)cc2)C1 (stereo unspecified)
→ -12 | 4 | -6
- OCCn1c(-c2ccccc2)cn2c3ccccc3nc12
→ x | -12 | -8
- CCCc1nc(C)sc1-c1nnc(N)o1
→ x | 1 | -10
- CN(Cc1nncn1C)C(=O)[C@H]1C[C@@H](C(=O)O)N(C)[C@H]1c1cccc(Cl)c1
→ x | 18 | 2
- O=C(Nc1cccnc1N1CCC(CN2CCCC2)CC1)C1CCCC1
→ -6 | x | -10
- CC1CN(CC(=O)NCC2CCOC2)c2ccccc2N(Cc2ccccc2)C1 (stereo unspecified)
→ -17 | 3 | -10
- CCCCCCCCn1c(CN2CCCCC2C)nc2c1c(=O)n(C)c(=O)n2C (stereo unspecified)
→ x | -9 | 3
- C=CCn1c(-c2ccc(Cl)cc2Cl)n[nH]c1=S
→ x | 3 | -7
- Cc1nc(C(C)C)ncc1C(=O)N(CC1CCC(=O)N1)C(C)C (stereo unspecified)
→ x | 9 | -4
- COc1ccc(C)cc1N1C(=O)CSC1c1ccc(NC(=O)c2ccc(F)cc2)cc1 (stereo unspecified)
→ -8 | 6 | -4
- COc1ccc(C2c3[nH]c4ccccc4c3CCN2C(=O)CCn2cncn2)c(C)c1C (stereo unspecified)
→ x | 9 | -8
- CC1=NN(C(=O)c2ccccc2Cl)C(O)(c2ccc(Cl)cc2)C1 (stereo unspecified)
→ -7 | 10 | -3
- CCc1[nH]n(-c2ccc(Cl)c(Cl)c2)c(=O)c1C1=C(N2CCN(C)CC2)C(=O)N(CC(C)C)C1=O
→ -2 | -3 | -1
- O=C(COC(=O)c1ccc2ccccc2n1)c1ccc(NC(=O)c2ccccc2)cc1
→ -6 | 7 | -12
- O=C1c2ccccc2C(=O)N1CN(C(=O)c1ccccc1)c1cccc(F)c1
→ -6 | -12 | -5
- O=C(N[C@@H]1CCCCC1NC(=O)C1CCN(S(=O)(=O)c2ccc(Cl)c([N+](=O)[O-])c2)CC1)c1ccccc1 (stereo partly specified)
→ -5 | 29 | -3
- CC(=O)c1sc2nc(CSc3nnc(C4CC4)o3)[nH]c(=O)c2c1C
→ x | 22 | -7
- CC(=O)c1cc(CN2CCC(CO)(CC3CCCCO3)CC2)cs1 (stereo unspecified)
→ x | 13 | -8
- CCOC(=O)c1sc(NC(=O)c2cc3nc(-c4ccccc4)cc(C)n3n2)c(C(=O)OCC)c1C
→ -4 | -9 | 0
- CCC(CC)n1nc(C)cc1NC(=O)C1(C)CC(C)=NO1 (stereo unspecified)
→ x | -11 | 0
- C/C=C\COC1CCCN(C(=O)c2cccc(F)c2)C1 (stereo unspecified)
→ 0 | 4 | 3
- CCN(CC)S(=O)(=O)c1ccc2c(c1)nc(SCc1ccc(C(F)(F)F)cc1)n2Cc1ccco1
→ -1 | 26 | -1
- CCn1nc(C)c(CN2CC3(CCNCC3)CC2C(=O)O)c1C (stereo unspecified)
→ x | -5 | 1
- CCCCCCn1c(C)c(C)n2c3c(=O)n(C)c(=O)n(C)c3nc12
→ x | -4 | -8
- CCOC(=O)C1C2C=CC3(CN(CC4CCCO4)C(=O)C13)O2 (stereo unspecified)
→ x | -4 | -9
- CCC(=O)N(Cc1ccc(OCc2nc(CO)cs2)cc1)C1CC1
→ -4 | 0 | 0
- Fc1ccc(-c2nnc(SCc3cc(Cl)c4c(c3)OCCO4)o2)cc1
→ -6 | 11 | -3
- COc1ccc(-c2cc3nc(NCCCN(C)C)n(C)c(=O)c3s2)cc1OC
→ x | 1 | 4
- Nc1ccccc1SCc1cn2ccccc2n1
→ x | 2 | -6
